Source: PubChem BioAssay
Lipid storage S3: qHTS Assay for Lipid Storage Modulators in Drosophila S3 Cells; Drosophila S3 cells, BODIPY lipid droplet fluorescence, 18-24 h; cells fed with added oleic acid; Potency in µM for hits, for the others lipid storage change, negative = inhibition, % at the top dose, mostly 46.1 µM; 0.64% of 320,000 active; active means well fitted inhibition curve with a large enough effect in the signal ratio, with a control signal flat, not every such curve was filed as active; inconclusive means small, poorly fitted or top-dose-only effect, or effect the other way, or a change in a side signal; the % refers to the signal ratio
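Laser-scanning cytometry quantifies lipid droplet accumulation (500–530 nm total intensity; droplet/cell object ratio) in oleic acid-fed (400 uM added) Drosophila S3 cells treated with a concentration series. 20 uM Triacsin C defined 100% inhibition.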
Lipid storage S3 cell count max: further read-out of Lipid storage S3, marked with its call; cell number change, %; measured here: cell count max response;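 cells counted by Cell Tracker Red CMTPX staining in the red channel; peak over a dose series mostly up to 46.1 µM; percent activity relative to internal control wells on each plate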
An asterisk follows results filed as active; i = inactive; ? = inconclusive; nt = no result given. On the % scale 0 is the no-effect control and ±100 the full control effect; potency means the concentration at half of the fitted maximal effect. Only part of the results is shown; rates above refer to the full screens.

SMILES | Lipid storage S3 | Lipid storage S3 cell count max
Cc1ccc(S(=O)(=O)N(C)c2ccc(C(=O)NCC(c3cccs3)N3CCOCC3)cc2)cc1 (stereo not drawn) | -13% | -19
O=C1NCCc2c1[nH]c1ccc([N+](=O)[O-])cc21 | ? | nt
NC(=O)CC1Nc2cccc3cccc(c23)NC1=O (stereo not drawn) | 13% | -5
CCc1ccc(N2C(=O)CN(Cc3ccccc3)C2=S)cc1 | -6% | nt
Cc1c(C(=O)OCC(=O)Nc2ccc(S(N)(=O)=O)cc2)oc2c1ccc1ccccc12 | ? | nt
COc1cccc(NC(=S)NNC(=O)CCn2cc([N+](=O)[O-])cn2)c1 | -10% | 12
O=C(COc1ccccc1)Nc1nnc(S(=O)(=O)Nc2ccccc2)s1 | i | 18
CCc1cccc(C)c1NC(=O)C1CCCN(S(C)(=O)=O)C1 (stereo not drawn) | ? | nt
O=C(NC1CC2CCCC(C1)N2C(=S)Nc1ccccc1Cl)C1CC1 (stereo not drawn) | ? | nt
COc1ccc(/C=C/C(=O)NCC(=O)N/N=C/c2cc(Br)ccc2OC)cc1 | 0% | 15
CCc1nc2sc3c(c2c(=O)o1)CCCC3 | ? | nt
COc1ccccc1NC(=O)CCC(=O)Nc1ccccc1OC | 17% | -30
COc1ccc(CN2CC(=O)N(c3ccc(C)cc3C)C2=S)cc1OC | -7% | 8
CC(C)(C)c1csc(N/N=C/c2ccc(O)cc2)n1 | ? | nt
CC(=O)Nc1nc(C2CC2)cc(-c2ccccc2)c1C#N | 11% | 4
CC(C)Sc1snnc1-c1ccccc1 | ? | nt
N#Cc1ccc(C(=O)CN2CCN(c3ccccc3)CC2)cc1 | ? | nt
C=CCN1CCN(C(=O)c2ccc3c(c2)OCO3)CC1 | ? | nt
O=[N+]([O-])c1cc(-c2nnc(Nc3ccccc3)c3ccccc23)ccc1N1CCOCC1 | -8% | -9
CCCc1[nH]n(-c2ccc(F)cc2)c(=O)c1C=Nc1cccc(F)c1 | ? | nt
Cc1cccc(Cn2cnc3c(N)c(C)c(C)cc32)c1 | -35% | -19
CCOc1cc2[nH]c(=O)n(CCCC(=O)NCc3ccc(OC)cc3)c(=O)c2cc1OCC | -27% | 0
CCc1noc(C)c1C(=O)OCC(=O)NC(=O)c1ccccc1OC | ? | nt
CCc1ccc(NC(=O)Cn2nc(C(=O)O)c3ccccc3c2=O)cc1 | ? | nt

By substructure, the entries above containing a thiophene ring, fused or not (two)
SMILES | Lipid storage S3 | Lipid storage S3 cell count max
Cc1ccc(S(=O)(=O)N(C)c2ccc(C(=O)NCC(c3cccs3)N3CCOCC3)cc2)cc1 (stereo not drawn) | -13% | -19
CCc1nc2sc3c(c2c(=O)o1)CCCC3 | ? | nt

Going on with the list:
SMILES | Lipid storage S3 | Lipid storage S3 cell count max
CC1Cc2ccccc2N1C(=O)COC(=O)Cc1ccc(F)cc1 (stereo not drawn) | ? | nt
COc1cccc(NC(=O)C(OC(=O)/C=C/c2ccc3c(c2)OCO3)c2ccccc2)c1 (stereo not drawn) | i | nt
CCCN(CCC)C(=O)COc1cc(=O)n(CC)c2ccccc12 | 23% | 1
COc1ccc(-c2nnc(SCc3nnc(-c4ccccc4)o3)n2C)cc1OC | 16% | -4
COC(C[C@@H](O)CC(=O)[C@@H](C)OCc1ccccc1)OC | -3% | 4
O=C1CSc2ccccc2N1Cc1ccc(F)cc1 | ? | nt
O=C(c1ccccc1F)N(Cc1ccccc1)C1CCS(=O)(=O)C1 (stereo not drawn) | -15% | -1
Cc1ccccc1C(=O)Nc1ccnn1C1CCN(Cc2cccnc2)CC1 | ? | nt
COC(=O)CSc1nnc(CNC(=O)c2ccc(OC)c(OC)c2)n1C | 1% | 11
CSc1cc(-c2ccc(Cl)cc2)c(C(=O)NC(C)C)s1 | ? | nt
COC(=O)CC1(C(=O)OC)Oc2ccc(Br)cc2C(=O)N1c1cc(Cl)cc(Cl)c1 (stereo not drawn) | ? | nt
NC(=O)c1cccnc1OCC(F)(F)F | -10% | 9
Cn1c(Cc2cccs2)nnc1SCC(=O)Nc1ccc(C(N)=O)cc1 | ? | nt
Cc1cc(OCc2cc3c(cc2Cl)OCO3)c2c(C)cc(=O)oc2c1 | 8% | -8
CCC(C)(C)NC(=O)Cn1c(-c2ccc(C)cc2)noc1=O | -15% | 1
CSc1ncccc1C(=O)OCC(=O)NC(=O)NCCC(C)C | 13% | -2
Cc1cccc(Cn2c(C(=O)OC(C)C)cc3c2ccn3C)c1 | ? | nt
COc1ccc(-c2cc(C(=O)Nc3ccccc3SC)no2)cc1 | i | -1
Cc1ccn(CCC(=O)Nc2ccc3c(c2)OCO3)n1 | -23% | nt
O=C(COc1ccc(Br)cc1)c1ccc2c(c1)CCCC2 | 29% | -10
COc1cc(C)c(CN2CCN(C(C)C(=O)NC(C)c3ccccc3)CC2)cc1OC (stereo not drawn) | ? | nt
COc1ccc2cc(-c3ccccc3)ncc2c1 | -12% | 2
COCc1ccc(C(=O)N(C)CC2CCCN(CCc3ccc(OC)cc3)C2)o1 (stereo not drawn) | ? | nt
Cc1cccc(NC(=O)c2cc(N3CCOCC3)nc3ccccc23)c1 | 10% | 1

4 entries picked at random from those above:
SMILES | Lipid storage S3 | Lipid storage S3 cell count max
O=C(COc1ccc(Br)cc1)c1ccc2c(c1)CCCC2 | 29% | -10
Cc1cccc(NC(=O)c2cc(N3CCOCC3)nc3ccccc23)c1 | 10% | 1
COc1cc(C)c(CN2CCN(C(C)C(=O)NC(C)c3ccccc3)CC2)cc1OC (stereo not drawn) | ? | nt
CSc1ncccc1C(=O)OCC(=O)NC(=O)NCCC(C)C | 13% | -2

Single entries from the results shown:
Reading for `COc1ccc2cc(-c3ccccc3)ncc2c1` in Lipid storage S3: -12%
Reading for `CSc1ncccc1C(=O)OCC(=O)NC(=O)NCCC(C)C` in Lipid storage S3: 13%

The main list resumes; the 3 compounds before the break are reprinted first.
SMILES | Lipid storage S3 | Lipid storage S3 cell count max
COc1ccc2cc(-c3ccccc3)ncc2c1 | -12% | 2
COCc1ccc(C(=O)N(C)CC2CCCN(CCc3ccc(OC)cc3)C2)o1 (stereo not drawn) | ? | nt
Cc1cccc(NC(=O)c2cc(N3CCOCC3)nc3ccccc23)c1 | 10% | 1
NS(=O)(=O)c1ccc(NC(=O)COC(=O)c2cnc(Cl)c(Cl)c2)cc1 | -9% | 1
Cc1nn(Cc2ccccc2)c2c1C(c1cccc(Cl)c1)C(C#N)=C(N)O2 (stereo not drawn) | ? | nt
O=C(COC(=O)c1ccc(O)cc1)Nc1ccc(Cl)cc1 | ? | nt
Cn1nc(C(F)(F)F)cc1C(=O)NC1CCCCCC1 | -2% | -24
CS(=O)(=O)N(CC(=O)NCc1ccccn1)Cc1ccc(Cl)cc1 | 3% | 3
COC(=O)c1ccc(NC(=O)C(=O)NCC2CCCO2)cc1 (stereo not drawn) | ? | nt
CC(C)CCC(=O)N1CCOC1=O | ? | nt
O=C(Nc1cc(S(=O)(=O)N2CCOCC2)ccc1O)c1ccc(NS(=O)(=O)c2ccc(Cl)s2)cc1 | 12% | -15
Cc1ccc(N2C(=O)c3ccc(C(=O)N4CCOCC4)cc3C2=O)cc1C | -6% | 12
CC1CN(C(NC(=O)C(C)(C)C)C(Cl)(Cl)Cl)CC(C)O1 (stereo not drawn) | 0% | -16
O=C(CSc1nc2ccccc2s1)NCCOc1ccc(Cl)cc1 | 1% | 4
O=C(Nc1cccc(C(F)(F)F)c1)c1cc(-c2ccc(F)cc2)on1 | ? | nt
CC(C)(C)C1CCC(OC(=O)CN2CCCCC2)CC1 (stereo not drawn) | -1% | 10
COc1ccc(CN2CCSCC2)c(C)c1C | i | 19
COC(=O)c1c(NC(=O)CN2CCCC(C)C2)c2c(C)cccc2n1C (stereo not drawn) | 3.3µM* | -25*
Cc1cc([N+](=O)[O-])cnc1NC(C)c1ccccc1 (stereo not drawn) | ? | nt
CC1=CC(C)(C)N(C)C(=O)N1c1ccc(Cl)cc1 | ? | nt
Cc1cc(Cl)ccc1OCC(=O)OC(C)C(=O)N(C)C (stereo not drawn) | 4% | 4
CC(C)CSc1nc2c(c(=O)[nH]c(=O)n2C)n1CCc1ccccc1 | 12% | 0
CCOC(=O)C1=C(COC(=O)c2cccc(Cl)c2)NC(=O)NC1C (stereo not drawn) | i | -13
CC/C(=C/c1sc2ccc(C)cc2[n+]1CCCS(=O)(=O)[O-])SC | ? | nt
CCN(CC)CCCNc1nc(CN2CCOCC2)nc2sc3c(c12)CCC3 | ? | nt
Cc1cccc(C)c1OCc1cc(C(=O)N(Cc2c(C)nn(C)c2C)C2CC2)no1 | i | nt
C(=NC12CN3CN(CN(C3)C1)C2)c1ccc2c(c1)OCO2 | 26µM* | -2.6*
COC(=O)Cc1csc(NCc2ccccc2)n1 | -2% | 6
COc1ccccc1CCCNC(=O)C1CCC(=O)N(CCCN2CCCC2=O)C1 (stereo not drawn) | ? | nt
O=C(O)c1cccc(-n2cccc2/C=N/O)c1 | ? | nt
CN(C)S(=O)(=O)c1ccc(C(=O)Nc2ccc(S(=O)(=O)NC3=NCCCCC3)cc2)cc1 | i | nt
CCOc1ccc(OCC)c(S(=O)(=O)NCc2ccc3c(c2)OCO3)c1 | ? | nt
Cc1ccc(Cl)cc1N1CCN(C(=O)c2cccc3c(=O)c(C)c(-c4ccccc4)oc23)CC1 | ? | nt
O=C(Nc1ccccc1)Nc1ccc(F)cc1F | 4% | 0
CN(CC(=O)Nc1cccc(F)c1)C(=O)c1ccc(OCc2ccccc2)cc1 | ? | nt
COc1ccc(C)cc1-n1ccn(CC(=O)Nc2ccc(Br)cc2F)c(=O)c1=O | 22% | 27
CCCn1cc(S(=O)(=O)c2ccccc2)c(=O)c2cc(OCC)ccc21 | ? | nt
O=C(NCCCN1CCOCC1)c1cc(-c2ccccc2)nc2ccccc12 | 17% | nt
CC(NC(=O)c1ccc(NC(=O)c2ccco2)cc1)c1ccccc1 (stereo not drawn) | ? | nt
COC(=O)Cc1[nH]n(-c2nc3ccccc3s2)c(=O)c1C(C)=O | ? | nt
Cc1ccc(S(=O)(=O)Nc2ccc(Oc3cccnc3)nc2)cc1 | 10% | 1
CCC(=O)c1ccc(OCC(O)CN(CCc2ccccc2)Cc2ccccc2)cc1 (stereo not drawn) | ? | nt
CCOc1cc(/C=N/n2cnnc2)ccc1OC(=O)c1cccc([N+](=O)[O-])c1 | ? | nt
O=C(N/N=C\c1ccccc1OCc1ccccc1)c1ccco1 | ? | nt
CC(C)(C)c1ccc(SCCc2ccncc2)cc1 | ? | nt
CCOC(=O)Cc1csc(SCC(=O)Nc2nccs2)n1 | ? | nt
CCOc1ccc(Br)cc1S(=O)(=O)Nc1ccc(NC(=O)c2ccccc2C)cc1 | ? | nt
Cc1ccc(O)c(NC2=C(Cl)C(=O)N(Cc3ccccc3)C2=O)c1 | ? | nt
O=C(N/N=C/c1cccnc1)c1ccc(NC(=O)c2ccc(Cl)cc2)cc1 | 0.13µM* | 0.5*
O=[N+]([O-])c1ccc(NCCNS(=O)(=O)c2ccccc2)c(C(F)(F)F)c1 | -1% | -13
Cc1ccc(OCc2nc(-c3ccc(-n4cccc4)cc3)no2)cc1C | -2% | 11
NC(=O)CC1NC(=O)c2cc([N+](=O)[O-])cc(I)c2OCCC(C(N)=O)NC(=O)[C@@H]2CCCN2C1=O (stereo partly drawn) | -6% | -10
COc1ccc(N(CCN2C(=O)c3ccccc3C2=O)C(=O)c2cccc([N+](=O)[O-])c2)cc1 | -19% | -22
CCCn1c(=O)c2ccccc2n2c(SCCOc3ccc(Cl)cc3)nnc12 | ? | nt
CC(C)Cc1nc(Cl)c(C#N)c2c1CCC2 | 8% | 9
Cc1cc(NC(=O)CCNS(=O)(=O)c2cc(Br)cnc2N)ccc1Br | ? | nt
COc1ccc(NC(=O)C2CCN(C(=O)c3ccccc3)CC2)c(OC)c1 | 15% | -15
COc1ccc(-c2cc(C(=O)NCc3cccnc3)no2)cc1 | ? | nt
CC1CCCN(C(=O)C2COc3ccccc3O2)C1 (stereo not drawn) | 15% | 2
O=C(CC1CC2CCC1C2)NC1CCCCCCC1 (stereo not drawn) | -2% | -15
O=C(O)c1cnc(-c2ccccc2)nc1Sc1ccc(Cl)cc1 | ? | nt
COc1cc(CNCc2cccnc2)ccc1OCC(=O)NC(C)(C)C | ? | nt
Cc1nc(C)c(-c2csc(Nc3ccc(C(=O)O)c(O)c3)n2)s1 | ? | nt
Next compounds
SMILES | Lipid storage S3 | Lipid storage S3 cell count max
COc1ccccc1NS(=O)(=O)c1ccc(NN=C2CCCCC2)c([N+](=O)[O-])c1 | -4% | -22
Cc1cc2cc(CNC(=O)Cc3ccc([N+](=O)[O-])cc3)ccc2[nH]1 | ? | nt
N#C/C(=C\c1ccc(-c2cccc([N+](=O)[O-])c2)o1)c1nnc(N2CCOCC2)n1-c1ccccc1 | i | -14
N#Cc1cnn2c(-c3cccc(C(F)(F)F)c3)ccnc12 | 20% | -2
O=C(CCCCl)Nc1nc(-c2ccc3c(c2)OCCO3)cs1 | ? | nt
Cc1cc(C)cc(CC(Cc2nc3ccccc3[nH]2)c2nc3ccccc3[nH]2)c1 (stereo not drawn) | ? | nt
O=C(C(=O)N1CCCC1CO)N1CCCC1CO (stereo not drawn) | ? | nt
Nc1nc(N)c2sc3nc(C(F)(F)F)cc(C(F)(F)F)c3c2n1 | ? | nt
CCOCCCN(C(=O)Cn1nnc(-c2ccc(C)o2)n1)C(C(=O)NCC1CCCO1)c1ccc(F)cc1 (stereo not drawn) | -13% | 3
CCN1CCN(Cc2cc(=O)oc3ccc(C)cc23)CC1 | 5% | 5
